# Source: PubChem BioAssay
# NR5A2 inv ag: suppresses constitutive activity of human LRH-1 | O00482 | HEK293T StAR-luciferase reporter, LRH-1 transfected, 24 h | inhibition, % at 3.6 µM | actives 0.13% (n = 360,000) | AID 602396;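 active = inhibition above the mean inhibition of all tested compounds plus 3 SD, cut at about 73% in these data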;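 also: 0% = DMSO wells and 100% = reporter-only cells lacking LRH-1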
# NOD2-RIPK2 inh: NOD2-RIPK2 protein interaction inhibition | CHO BLA complementation NOD2-RIPK2, CCF4 ratio | inhibition, % at 4.98 µM | AID 624267 | actives 0.38% (n = 360,000); in the data active = inhibition above about 21%;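 also: 0% = vehicle only and 100% = reference blocker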
# Target sequence (O43353 whole entry, looked up): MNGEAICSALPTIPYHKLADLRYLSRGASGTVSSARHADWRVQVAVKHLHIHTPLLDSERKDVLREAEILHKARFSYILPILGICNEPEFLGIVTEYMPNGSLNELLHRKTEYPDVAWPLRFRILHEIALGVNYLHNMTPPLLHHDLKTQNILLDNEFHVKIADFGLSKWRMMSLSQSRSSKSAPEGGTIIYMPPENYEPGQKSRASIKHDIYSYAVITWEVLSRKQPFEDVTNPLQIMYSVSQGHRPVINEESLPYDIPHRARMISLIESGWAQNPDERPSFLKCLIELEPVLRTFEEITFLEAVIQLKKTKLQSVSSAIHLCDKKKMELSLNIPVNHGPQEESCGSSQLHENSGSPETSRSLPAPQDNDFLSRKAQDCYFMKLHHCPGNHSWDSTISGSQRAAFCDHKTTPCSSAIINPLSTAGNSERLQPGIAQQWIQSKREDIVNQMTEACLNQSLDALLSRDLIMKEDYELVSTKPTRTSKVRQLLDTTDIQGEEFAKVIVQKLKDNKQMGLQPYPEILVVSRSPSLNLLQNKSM
# Exocytosis inh: blocks lytic granule exocytosis | inhibition, % at 10 µM | AID 651702 | actives 0.66% (n = 360,000) | TALL-104 LAMP-1 surface exposure, flow cytometry; cells stimulated with thapsigargin and PMA;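 active = inhibition above about 55%, limit read from the data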
# COUP-TFII inh: blocks human COUP-TFII nuclear receptor; inhibition, % at 8.6 µM; HEK293T NGFI-A luciferase reporter, luminescence; P24468; actives 0.7% (n = 370,000);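 active = inhibition above a per-plate cutoff, mean inhibition of test wells between control levels plus 3 SD, cut at about 38% in these data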;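 also: cells cotransfected with COUP-TFII expression vector driving the NGFI-A reporter; 0% = median of COUP-TF2 test wells and 100% = reporter-only cells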
# Target sequence (P24468 whole entry, looked up): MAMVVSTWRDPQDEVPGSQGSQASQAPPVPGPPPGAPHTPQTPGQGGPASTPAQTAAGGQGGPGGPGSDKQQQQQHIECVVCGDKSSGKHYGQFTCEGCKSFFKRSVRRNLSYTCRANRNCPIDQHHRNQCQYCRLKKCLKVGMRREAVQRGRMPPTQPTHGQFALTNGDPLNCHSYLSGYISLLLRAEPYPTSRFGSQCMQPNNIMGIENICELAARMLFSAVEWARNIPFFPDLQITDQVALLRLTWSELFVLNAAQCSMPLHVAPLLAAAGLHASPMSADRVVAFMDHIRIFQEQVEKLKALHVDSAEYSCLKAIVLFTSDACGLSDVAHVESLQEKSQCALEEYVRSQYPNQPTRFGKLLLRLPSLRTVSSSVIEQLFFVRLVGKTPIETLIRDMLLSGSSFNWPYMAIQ
# SRC3 inh: inhibits human SRC3 coactivator; Q9Y6Q9; HEK293 GAL4-SRC3 luciferase reporter, luminescence; inhibition, % at 3.6 µM; actives 0.17% (n = 360,000);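 active = inhibition above a per-campaign cutoff, the mean of all compounds plus 3 SD, cut at about 60% in these data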;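 also: 0% = DMSO-treated cells and 100% = gossypol-treated cells at 36 µM; higher means less SRC3-driven luciferase light from the GAL4 reporter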
# TLR9-MyD88 block: blocks human TLR9 binding to MyD88; Q9NR96+Q99836; CHO BLA complementation TLR9-MyD88, CCF4 FRET ratio; inhibition, % at 4.98 µM; actives 0.21% (n = 340,000);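 active = inhibition above the mean over all tested compounds plus 3 SD, cut at about 21% in these data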;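 also: 0% = DMSO only wells and 100% = clavulanate BLA inhibitor control wells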
# SRC2 inh: inhibits human steroid receptor coactivator 2; Q15596; HEK293 GAL4-SRC2 luciferase reporter, luminescence; inhibition, % at 9 µM; actives 0.17% (n = 370,000); AID 651957;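 active = inhibition above the mean inhibition of all tested compounds plus 3 SD, set per campaign, cut at about 52% in these data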;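 also: 0% = DMSO treated cells and 100% = cells given Gossypol at 36 µM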
# ABHD5-PLIN5 inh: inhibitors of human ABHD5-perilipin-5 interaction | Split G. princeps luciferase complementation, luminescence, 4 h | inhibition, % at 4 µM | actives 0.78% (n = 360,000);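 active = inhibition above the mean inhibition across every tested compound plus 3 SD, cut at about 22% in these data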;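 also: 0% = DMSO only wells and the 100% control is not disclosed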
# TWEAK Fn14 block: TWEAK-Fn14 signaling inhibition | TWEAK-stimulated Fn14 reporter cells, luciferase luminescence, 8 h | inhibition, % at 10 µM | actives 2% (n = 360,000); in the data active = inhibition above about 50%
# TROY NFkB inh: TROY signaling inhibition; actives 0.98% (n = 360,000); inhibition, % at 10 µM; AID 1347056; Q293 LMP1-TROYcd NF-kB luciferase reporter, 4 h;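 active = compounds whose plate-normalised and pattern-corrected inhibition of the luciferase reporter signal at the single screening dose is 50% or more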
# SRC1 inh: inhibitors of human steroid receptor coactivator 1 (SRC1); Q15788; HEK293 GAL4-SRC1 luciferase reporter, luminescence; inhibition, % at 3.6 µM; actives 0.12% (n = 360,000);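 active = inhibition above the campaign mean plus 3 SD, with each screening campaign given its own cutoff, cut at about 60% in these data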;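 also: 0% = DMSO treated cells and 100% = gossypol at 36 µM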
# * = called active by the depositor; . = not tested or not shown.
SMILES,NR5A2 inv ag,NOD2-RIPK2 inh,Exocytosis inh,COUP-TFII inh,SRC3 inh,TLR9-MyD88 block,SRC2 inh,ABHD5-PLIN5 inh,TWEAK Fn14 block,TROY NFkB inh,SRC1 inh
Cc1nn(-c2ccccc2)c2c1C1(C(=O)N3c4c(cccc41)C(C)CC3(C)C)C(C#N)=C(N)O2 (stereo unspecified),-3.9,-5.5,8.4,21.0,-4.9,5.6,-10.1,-18.8,15.7,24.8,2.7
CCOc1ccc2c(c1)C(c1cccs1)=NNC(c1cccnc1)=N2,-3.2,-0.4,-0.1,7.8,10.9,-2.0,0.5,4.2,2.4,-2.8,-1.0
COc1cccc(OCc2nc3c4cnn(-c5ccccc5)c4ncn3n2)c1,-2.7,0.9,2.3,-11.0,-2.7,10.4,-37.2,4.0,-3.3,-14.4,8.1
CCCCOc1ccc(N2C(=O)CC(NCc3ccncc3)C2=O)cc1 (stereo unspecified),2.6,1.4,-5.9,15.1,10.2,-2.7,17.3,-0.6,8.4,13.9,12.8
O=C1CCCCN1CCCC(=O)N1CCCC(Nc2ccccc2)C1 (stereo unspecified),15.1,-23.6,37.9,-21.9,18.4,-1.9,8.2,11.2,5.3,-10.2,-6.6
CC1(C)OC(=O)C(=NNc2ccc(C(=O)O)cc2)C(=O)O1,-4.8,-10.3,-4.4,7.8,-6.8,-8.6,7.2,-0.9,-1.3,13.8,-5.5
COc1ccc(N2CC(O)=C(c3nc(-c4ccc(F)cc4)cs3)C2=N)cc1Cl,-13.3,7.1,-2.4,12.0,-6.0,-6.8,-32.9,0.2,-4.1,-0.9,-22.4
O=C(CSc1ncnc2sccc12)Nc1ccc(S(=O)(=O)N2CCOCC2)cc1,-22.3,-0.3,11.8,-3.6,-7.5,-0.8,1.3,-5.7,-6.3,-10.5,22.5
O=C1C2(c3ccccc3)CN(CCCO)CC1(c1ccccc1)CN(CCCO)C2,23.6,-3.5,2.3,9.6,25.9,2.0,0.7,-5.7,-13.5,3.1,1.0
COc1ccc(S(=O)(=O)Nc2c(NC3CCCCC3)c3ccccc3oc2=O)cc1OC,-0.1,-14.0,-0.9,12.0,-15.6,4.7,17.9,-2.9,17.0,-3.1,-2.8
O=C(NCCNCCO)c1c(O)c2cccc3c2n(c1=O)CCC3,9.4,1.3,2.2,-2.9,10.0,0.1,-2.8,0.5,-9.5,10.8,-13.4
CCCNC(=O)N[C@H]1C=C[C@H](CC(=O)NC2CCCCC2)O[C@@H]1CO,11.5,-4.2,-5.7,3.6,.,.,18.7,-0.1,.,.,.
Cc1cc(C)c(C#N)c(SCC(=O)c2cccs2)n1,6.6,0.3,10.7,-56.2,-35.6,2.5,-47.8,-0.4,-11.3,-65.8,-31.2
COc1ccc(-n2cnnc2SCc2ncc(-c3ccccc3)o2)cc1,8.3,1.2,-2.6,-3.0,2.7,-4.9,-23.5,8.2,17.1,12.3,-15.4
CN(C)CCCN(C(=O)c1ccc(S(=O)(=O)N2CCc3ccccc32)cc1)c1nc2ccc(Cl)cc2s1,-2.8,-6.0,39.7,-1.1,2.2,1.5,-23.4,-1.3,-8.7,-1.1,4.9
Cc1ccc(CNC(=O)C(NS(=O)(=O)c2ccc3nc(C)sc3c2)C(C)C)cc1 (stereo unspecified),-10.3,2.2,0.0,-6.9,-4.4,-2.0,-24.6,-2.2,9.7,7.2,-4.2
COc1ccccc1/C=N/OCc1ccc(C#N)cc1,-13.3,7.2,3.3,8.4,1.7,2.4,-9.3,-9.0,-22.8,-14.1,-7.8
CC(C)C1=C2OC(N)=C(C#N)C(C#N)=C2C(C)CC1 (stereo unspecified),-2.2,3.3,-6.7,-1.0,-18.1,0.0,-18.8,2.1,-3.0,1.2,1.2
NC(=O)c1ccccc1NS(=O)(=O)c1ccc(S(=O)(=O)N2CCCC2)cc1,-6.9,-10.1,-14.7,-8.2,-0.1,4.4,24.8,4.3,-3.1,-4.6,5.4
COc1ccc(NC(=S)NC(=O)CC(C)C)c(OC)c1,-13.1,-4.6,-0.3,-8.6,-18.1,-11.6,-18.5,-2.6,-11.1,-22.9,-38.8
COc1ccc(CCNC(=O)CSc2cc(=O)[nH]c(N)n2)cc1OC,34.4,-2.1,0.0,-3.5,-17.5,1.8,-13.9,2.1,20.4,-2.9,-15.4
CCOc1ccc(CCNC(=O)C2CCCN(c3ncnc4c3nc3n4CCCCC3)C2)cc1 (stereo unspecified),18.1,-0.6,-7.1,14.2,10.3,-17.2,-30.6,-3.5,-17.2,-6.1,-4.2
CCNc1ccc(C(=O)OCC(=O)NCCN2C(=O)CSC2=O)cc1[N+](=O)[O-],-3.1,-10.3,-3.4,8.1,12.3,0.9,-15.1,14.0,11.8,-12.9,4.3
COC(=O)N/N=C(\C)c1ccc(C)c([N+](=O)[O-])c1,-1.7,-8.6,0.5,-12.9,-12.2,2.7,-30.2,6.0,-0.3,-5.6,-57.8
O=S1(=O)C=C(SCc2cccc(Cl)c2)Nc2ccccc21,8.9,-1.0,-3.9,5.3,7.0,-5.0,-6.3,-2.8,4.9,5.5,-23.8
CCOC(=O)c1cc(C(=O)OCC)cc(-n2c(C)cc(C(=O)CN3CCOCC3)c2C)c1,3.6,-2.0,-0.2,2.9,3.8,-9.6,-4.8,-4.7,-3.1,3.4,-5.1
O=C(COc1ccc(F)cc1)Nc1nnc(C2CCCCC2)s1,4.8,-0.9,-2.8,-3.2,4.3,6.5,2.0,2.2,-22.2,-38.2,3.8
CC(NC(=O)CCC(=O)NC(C)C1COc2ccccc2O1)C1COc2ccccc2O1 (stereo unspecified),7.2,-2.7,-1.9,.,-8.0,-10.1,.,2.3,6.7,10.3,-11.0
CCN(c1ccccc1)S(=O)(=O)c1ccc(Cl)c(NC(=O)COC(=O)C2CC2C)c1 (stereo unspecified),-8.9,-0.3,2.3,0.3,-9.5,-4.6,-12.1,-0.6,-7.3,0.2,5.0
CC(=O)N1CCOc2cc(S(=O)(=O)N3CCN(c4ccccc4)CC3)c(Cl)cc21,14.7,-3.4,6.5,13.2,2.3,-4.0,9.4,3.7,6.8,7.6,5.9
CCOC(=O)COc1cccc2c(=O)n(CC(=O)NCCc3ccccc3)ccc12,-7.8,-6.6,1.6,-3.2,15.6,-2.4,9.6,0.8,7.7,3.1,1.1
O=C(CN1CCN(c2ncc(C(F)(F)F)cc2Cl)CC1)N1CCN(c2ncc(C(F)(F)F)cc2Cl)CC1,6.2,2.7,-2.5,13.1,22.6,1.9,8.2,-0.2,31.8,9.9,6.7
O=C(C1CCCO1)N1N=C(c2ccc(Br)cc2)CC1c1ccco1 (stereo unspecified),-24.5,0.5,-7.9,16.6,2.0,-6.6,1.1,10.5,12.6,-19.3,6.0
Cc1cc(NC(=O)CCC(=O)NNC(=O)c2ccc(C(C)(C)C)cc2)no1,-9.2,-7.2,-3.7,-9.4,-4.6,5.2,-10.8,13.3,-4.9,-70.6,13.7
Cc1cc(C)nc(SCCC(=O)Nc2ccc(F)cc2)n1,8.8,2.5,2.5,-4.3,19.9,-10.1,-7.3,2.8,-44.9,8.2,-3.8
COc1ccc(/C=N/Nc2ncc(C(F)(F)F)cc2Cl)c(OC)c1OC,3.5,-3.1,-0.7,5.0,3.6,-1.2,4.3,-1.6,-8.1,-12.1,-1.5
CC(C)CC(=O)NNC(=O)c1ccc(Cl)cc1,2.9,4.2,17.7,7.0,-8.3,11.0,-20.9,3.6,-13.5,-15.7,-3.5
CCCCC(O)(CCCC)C(=O)NN(C(=O)CCl)c1ccccc1,7.2,-26.3,6.0,3.9,29.6,-14.9,27.2,4.1,43.3,-14.7,-10.6
O=C(Nn1c(-c2ccc(F)cc2)nc2ccccc2c1=O)C1CCCCC1,23.4,9.8,-6.6,-2.2,23.5,-1.1,-3.1,6.9,13.8,-2.0,1.2
Cc1ccc2nc(-c3ccccc3O)c(Nc3ccc4c(c3)OCCO4)n2c1,-30.9,2.4,1.3,-0.4,5.6,2.5,2.4,-5.1,6.2,7.1,-7.0

# Copied from the list:
# Entry of CCCCC(O)(CCCC)C(=O)NN(C(=O)CCl)c1ccccc1 in TLR9-MyD88 block: -14.9
# Entry of Cc1cc(NC(=O)CCC(=O)NNC(=O)c2ccc(C(C)(C)C)cc2)no1 in NOD2-RIPK2 inh: -7.2

# Next part.
SMILES,NR5A2 inv ag,NOD2-RIPK2 inh,Exocytosis inh,COUP-TFII inh,SRC3 inh,TLR9-MyD88 block,SRC2 inh,ABHD5-PLIN5 inh,TWEAK Fn14 block,TROY NFkB inh,SRC1 inh
CCSc1nsc(NC(=O)Nc2cccc(C(C)=O)c2)n1,-52.6,-5.1,49.5,17.5,6.3,0.8,14.3,-19.6,87.9*,67.1*,18.0
CC(=O)Nc1c(C(=O)N2CCCCCC2)cnn1-c1ccccc1Cl,8.8,5.5,-2.8,-15.7,4.8,-8.1,-29.3,-4.5,-2.2,-8.7,-2.3
CN(C)c1cc[n+](Cc2c(Cl)cccc2Cl)cc1,45.9,-3.7,-0.2,47.0*,22.6,-11.8,-0.1,1.5,9.3,19.9,5.7
COc1cc(C2/C(=C(\O)c3ccc4c(c3)OCCO4)C(=O)C(=O)N2CCN2CCOCC2)cc(OC)c1OC (stereo unspecified),-1.1,-7.0,0.7,-8.2,-1.4,-6.7,-4.2,1.4,-13.3,-0.7,15.2
COC(=O)CNC(=O)Cn1nc(C)c([N+](=O)[O-])c1C,3.7,2.1,-0.4,-5.7,4.4,7.2,-28.0,4.9,-6.0,9.0,2.5
CC(=O)c1c(C)[nH]c(C(=O)OCC(=O)Nc2sc3c(c2C#N)CCC(C)C3)c1C (stereo unspecified),.,.,10.8,12.8,.,-3.1,5.0,.,4.2,36.8,.
Cc1cccc(C)c1NC(=O)c1ccc(-c2cc(F)ccc2F)o1,-7.7,7.4,-2.2,25.9,-14.2,.,-3.4,-8.6,-7.5,-5.7,-1.7
O=C(CNc1ccccc1)N/N=C/c1cn(-c2ccccc2)nc1-c1ccccc1,-5.3,-2.8,1.9,12.0,16.4,-7.2,-5.2,-3.3,-19.8,-2.6,-16.3
C#CCOCCOCCOCCNc1nc(N2CCN(C(=O)CCCCCCCCCCNC(=O)[C@H](CO)n3cc(CCCSC)nn3)CC2)nc(N2CCN(C(=O)CCCCCCCCCCNC(=O)[C@H](CO)n3cc(CCCSC)nn3)CC2)n1,16.9,7.7,-5.5,-7.9,-18.4,2.3,6.6,8.8,5.4,-9.2,-2.2
CCN(CC1CCCO1)C(=O)CCc1nnc(CCc2ccccc2)o1 (stereo unspecified),-62.1,-4.5,1.8,-24.3,-46.4,5.6,-47.5,13.1,-51.6,-64.2,-30.0
NC1=C(Cl)C(=O)c2ccccc2C1=O,28.2,-18.8,6.9,-19.3,-7.7,-5.2,-48.6,-16.3,4.6,-22.1,-6.5
CN1C(=O)[C@H]2[C@@H](/C=C/c3ccccc3)N3C(=O)CN(Cc4ccccn4)C(=O)[C@@]3(Cc3ccccc3)[C@H]2C1=O,16.1,2.5,25.9,23.0,5.3,4.1,2.6,0.5,11.7,6.9,-4.8

# An excerpt; the hit share may differ from the screen's.
